# NPC1 prom act = qHTS Assay for NPC1 Promoter Activators; Huh7 NPC1 promoter luciferase reporter, 24 h; Potency, µM (top dose mostly 9.22 µM), for the others: at the highest dose activation, usual class: activators; 2.4% of 320,000 active;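 also: potency is read from the fitted curve at half-maximal effect; % of control where 0% means no effect; nearly all actives have a fitted effect of over 60% in size; reporter is driven by a mutant NPC1 promoter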
#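 Stably transfected Huh7 (NPC1 promoter→luciferase), 1500 cells/well in Opti-MEM + 10% FBS, 2 h settle, then compound 24 h at 37 °C. Luminescence after 10 min with Amplite reagent.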
# Tb PFK inh = qHTS Assay to Find Inhibitors of T. brucei phosphofructokinase. T. brucei PFK, ADP-Glo luminescence. Potency, µM (titrated, usually from 57.5 µM), for the others: top-dose activity, negative = inhibition, hits mostly inhibitors. 0.17% of 330,000 active;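 also: potency is read from the fitted curve at half-maximal effect; 0% = uninhibited 1x PFK enzyme wells and -100% = no-enzyme wells; nearly all actives have a fitted effect of over 60% in size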
# Target sequence (O15648 whole entry, looked up): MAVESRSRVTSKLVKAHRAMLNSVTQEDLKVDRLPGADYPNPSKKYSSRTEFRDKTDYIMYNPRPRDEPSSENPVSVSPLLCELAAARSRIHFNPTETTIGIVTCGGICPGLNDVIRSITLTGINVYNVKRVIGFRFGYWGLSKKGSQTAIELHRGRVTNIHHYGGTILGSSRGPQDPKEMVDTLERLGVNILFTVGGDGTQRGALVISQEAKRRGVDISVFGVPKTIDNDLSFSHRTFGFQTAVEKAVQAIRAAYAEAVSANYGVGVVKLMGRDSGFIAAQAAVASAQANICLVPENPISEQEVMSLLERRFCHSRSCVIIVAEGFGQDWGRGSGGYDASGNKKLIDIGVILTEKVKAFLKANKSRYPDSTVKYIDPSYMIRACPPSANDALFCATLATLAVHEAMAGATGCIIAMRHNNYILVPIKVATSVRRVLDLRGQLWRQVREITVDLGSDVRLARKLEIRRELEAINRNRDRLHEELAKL
#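 ADP-Glo luminescence quantified ADP after 45 min at room temperature, with 1.25 nM T. brucei PFK, 0.1 mM ATP and 0.5 mM fructose-6-phosphate in pH 8.0 TEA buffer. qHTS titrations up to 57 µM; curves classified by quality.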
# Giardia killer = Small Molecules that selectively kill Giardia lamblia: qHTS | 0.15% of 340,000 active | activity change, % at 7.66 µM, hits read low | Giardia lamblia trophozoite viability | AID 540267, 2011; in the data active = activity change below about -80%; inconclusive = between about -30% and that limit;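 also: parasites exposed to compound for two days anaerobically before the ATP read; % is scaled to controls: 0 for no effect and ±100 for the full control effect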
#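 Killing of trophozoites was scored by loss of ATP luminescence after a 48 hrs anaerobic exposure to compounds at 37 deg C, using 100 cells per well.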
# RORgamma inh = qHTS for inhibitors of ROR gamma transcriptional activity | Potency, µM (highest dose often 53.6 µM), for inactives: top-dose activity change, negative = inhibition, most hits filed as inhibitors | Drosophila S2 Gal4-RORgamma UAS-luciferase reporter, 20 h | Nuclear receptor ROR-gamma (Mus musculus), P51450 | 5.4% of 310,000 active; also: potency is read from the fitted curve at half-maximal effect; % is scaled to controls: 0 for no effect and ±100 for the full control effect; nearly all actives have a fitted effect of over 60% in size
#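 Using a luciferase readout, inhibitors were identified by reduced reporter activity in Drosophila cells coexpressing a copper-inducible Gal4–ROR gamma fusion and UAS-driven Photinus luciferase, incubated 20 hr after 700 uM copper sulfate.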
# Rab9 prom act = qHTS Assay for Rab9 Promoter Activators. Huh7 Rab9 promoter-luciferase reporter, luminescence, 24 h. Potency, µM (doses to about 9.22 µM), for the others: at the top dose activation, negative = inhibition, actives largely listed as activators. 2.8% of 320,000 active. AID 485297, 2010; also: potency is read from the fitted curve at half-maximal effect; % of control where 0% means no effect; nearly all actives have a fitted effect of over 60% in size
#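 Luminescence read-out: Huh7 cells stably expressing Rab9-luciferase, treated 24 h with compound at 37 °C, then lysed with luciferase reagent for 10 min at ambient before reading.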
# FLuc counter = qHTS profiling assay for firefly luciferase inhibitor/activator using purifed enzyme and Km concentrations of substrates (counterscreen for miR-21 project) | Potency, µM (highest dose often 57.5 µM), without a hit: at the top dose activity change, negative = inhibition, usual class: inhibitors | 6.9% of 360,000 active | AID 588342, 2011 | purified FLuc, Km substrates, luminescence inhibition;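 also: potency is read from the fitted curve at half-maximal effect; plate controls were vehicle for no effect and reference inhibitor for full effect; nearly all actives have a fitted effect of over 55% in size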
# Target sequence (P08659 whole entry, looked up): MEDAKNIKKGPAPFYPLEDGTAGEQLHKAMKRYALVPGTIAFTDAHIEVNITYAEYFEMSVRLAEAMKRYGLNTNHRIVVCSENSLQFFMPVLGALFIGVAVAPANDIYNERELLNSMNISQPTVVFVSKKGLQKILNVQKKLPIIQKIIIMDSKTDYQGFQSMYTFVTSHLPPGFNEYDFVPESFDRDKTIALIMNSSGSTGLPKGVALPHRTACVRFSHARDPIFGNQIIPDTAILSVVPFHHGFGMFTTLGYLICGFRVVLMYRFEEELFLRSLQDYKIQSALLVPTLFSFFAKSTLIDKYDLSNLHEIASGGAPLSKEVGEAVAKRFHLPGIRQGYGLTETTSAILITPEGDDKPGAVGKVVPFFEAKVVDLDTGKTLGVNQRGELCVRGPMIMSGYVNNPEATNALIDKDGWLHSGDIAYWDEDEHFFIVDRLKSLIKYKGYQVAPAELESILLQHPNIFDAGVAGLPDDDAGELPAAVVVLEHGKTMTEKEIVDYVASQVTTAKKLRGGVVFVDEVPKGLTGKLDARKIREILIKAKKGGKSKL
#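 Purified P. pyralis luciferase, 10 nM final, with Km-level 10 uM D-luciferin and 10 uM ATP in 50 mM Tris acetate pH 7.5, 10 mM Mg acetate, 0.01% Tween-20, 0.05% BSA; 6-point qHTS titration about 60 µM downward; luminescence read.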
# ELG1 genotox = qHTS screen for small molecules that induce genotoxicity in human embryonic kidney (HEK293T) cells expressing luciferase-tagged ELG1; HEK293T ELG1-luciferase reporter, luminescence, 16 h; Potency, µM (top dose mostly 46 µM), inactives show top-dose activity change, positive = activation, hits mostly activators; 1.3% of 330,000 active; AID 504466, 2011; also: potency is read from the fitted curve at half-maximal effect; % of control where 0% means no effect; nearly all actives have a fitted effect of over 60% in size
#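 Genotoxicity was scored as increased ELG1-luciferase reporter signal, measured by ONE-Glo luminescence (30 min, room temperature). Compound or vehicle exposure of the HEK293T reporter cells lasted 16 hr at 37°C.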
# VP16 counter = VP16 counterscreen qHTS for inhibitors of ROR gamma transcriptional activity; Drosophila S2 Gal4-VP16 UAS-luciferase, luminescence, 20 h; Potency, µM (doses to about 53.6 µM), for the others: at the top dose activity, negative = inhibition, actives largely listed as inhibitors; 3.5% of 310,000 active;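 also: Gal4-VP16 expression switched on by copper sulfate through the metallothionein promoter; potency is read from the fitted curve at half-maximal effect; % is scaled to controls: 0 for no effect and ±100 for the full control effect; nearly all actives have a fitted effect of over 50% in size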
# KCNH2 3.1 block = qHTS for Inhibitors of KCHN2 3.1: Mutant qHTS. Potassium voltage-gated channel subfamily H member 2, brain isoform KCNH2 3.1 (human). U2OS KCNH2 3.1, thallium flux FluxOr; hits give low values. activity change, % (tested at about 1.8 µM). 0.95% of 340,000 active;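 active = maximum activity change below -70%; inconclusive = maximum activity change from -70% to -50%; inactive = maximum activity change above -50%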;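 also: thallium influx rate constant from kinetic fluorescence after stimulation buffer; % is scaled to controls: 0 for no effect and ±100 for the full control effect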
#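 Virally transduced U2OS (3.1 isoform, 4 h infection in dark at RT) → overnight 37 C → FluxOr + Red40 in HBSS/HEPES, 45 min → stimulation buffer, 2 min kinetic read → rate constant vs DMSO controls.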
# Coupling enz = qHTS Assay for Inhibitors of Fructose-1,6-bisphosphate Aldolase from Giardia Lamblia: Coupling assay counterscreen. coupling enzyme system counterscreen, AmpLite Red fluorescence. AID 2472, 2010. activity change, negative = inhibition, % at 58.2 µM, hits read low. 0.67% of 290,000 active; in the data active = activity change below about -30%; also: % is scaled to controls: 0 for no effect and ±100 for the full control effect
#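 First, compound is pin-transferred into glyceraldehyde-3-phosphate coupling-enzyme reagent at 57.5 uM final and held 10 min at RT. Next, substrate, coupling system and AmpLite Red are added. After 20 min RT, fluorescence (525/598 nm) is read.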
# uPA generation = qHTS for Inhibitors of Cell Surface uPA Generation. cell surface uPA generation assay, qHTS. Potency, µM (highest dose often 38.3 µM), for inactives: at the highest dose activity change, negative = inhibition, usual class: inhibitors. 0.31% of 330,000 active; active = well fitted inhibition curve with a large enough effect; inconclusive = small, poorly fitted or top-dose-only effect; inactive = no such curve, though single readings can be large or run the other way; tested in mouse RAW 264.7 cells; also: potency is read from the fitted curve at half-maximal effect; % is scaled to controls: 0 for no effect and ±100 for the full control effect; nearly all actives have a fitted effect of over 55% in size
# Starred values were filed as active, the others as inactive; ? = inconclusive; . = not tested or not shown; [ ] = remark or other dose. Unless noted, calls follow the shape of the dose curve; as a rule, active = well fitted curve in the direction sought with a large enough effect; inconclusive = small, poorly fitted or top-dose-only effect, or another doubt; inactive = no such curve, though single readings can be large; an effect the other way counts as inactive or inconclusive.
SMILES,NPC1 prom act,Tb PFK inh,Giardia killer,RORgamma inh,Rab9 prom act,FLuc counter,ELG1 genotox,VP16 counter,KCNH2 3.1 block,Coupling enz,uPA generation
CCOC(=O)C1CCCN(C(=O)c2cc(-c3ccccc3)nc3ccccc23)C1 (centres undefined),-1%,3%,-29,18%,-1%,?,2%,27%,-1,3,0%
CCOC(=O)c1c(N)sc(=S)c2c1CCC2,12%,-1%,-13,4%[10 µM],-1%,-8%,5%,4%,-2,-23,1%
COC(=O)c1ccc(NC(=O)CCOc2ccccc2)cc1,-3%,5%,-5,22%,-2%,-14%,16%,19%,-8,1,2%
COc1cc(/C=N/NC(=O)c2cccnc2)ccc1OS(=O)(=O)c1ccc(F)cc1,0%,-1%,10,-1%,-2%,-2%,-12%,-11%,1,0,4%
Cc1cccc2cc(C(c3nnnn3CC3CCCO3)N3CCCc4ccccc43)c(=O)[nH]c12 (centres undefined),-2%,0%,9,-2%,-8%,0%,-9%,-6%,23,-1,.
CC1Cc2ccccc2N1C(=O)CN(C)CC(=O)Nc1ccc(OC(F)(F)F)cc1 (centres undefined),-9%,0%,9,.,-1%,-3%,-1%,.,-34,.,-2%
COC(=O)N/N=C/c1cn(Cc2ccccc2F)c2ccccc12,-5%,-2%,14,29%,-3%,-12%,1%,-2%,-10,4,-4%
COc1cccc(N(CC(=O)N2CCc3ccccc3C2)S(C)(=O)=O)c1,5%,-1%,-14,4%,10%,7%,1%,-2%,9,-2,1%
COc1cc(CNCCc2ccc(S(N)(=O)=O)cc2)ccc1OCC(=O)NC(C)(C)C,-4%,-2%,14,2%,-1%,4%,-2%,-5%,-1,1,3%
COc1ccc(C)cc1-n1nnnc1SCC(=O)c1cc(C)n(Cc2ccco2)c1C,2%,1%,9,43%,1%,?,3%,-4%,0,-4,4%
O=C(c1cc([N+](=O)[O-])cc([N+](=O)[O-])c1)N1CCN(Cc2ccc3c(c2)OCO3)CC1,-9%,4%,20,-28%,1%,3%,-1%,23%,-11,-4,-4%
CC(C)N(Cc1ccccc1)C(=O)CN1C(=O)NC2(CCOc3ccccc32)C1=O (centres undefined),.,5%,6,.,.,.,-3%,.,-3,.,7%
Cc1cccc(C)c1NC(=O)C(NC=O)c1ccc(N(C)C)cc1 (centres undefined),10%,-9%,-8,23%,-7%,3%,1%,-10%,33,0,3%
CCCCCOc1ccc(NC(=O)c2cc(SC)ccc2Cl)cc1,-2%,3%,-22,20%,-7%,4%,0%,?,-4,-3,1%
O=C1CC(c2ccco2)Sc2ccccc2N1 (centres undefined),-2%,-1%,-18,19%,-1%,-5%,2%,3%,9,1,-2%
CC(C)n1nnnc1SCC(=O)c1ccc2c(c1)OCCO2,3.5µM*,-3%,-8,-17%,3.5µM*,4.8µM*,11%,-29%,11,0,-1%
CCc1ccccc1NC(=O)CNC(=O)CCNC(=O)Nc1ccccc1,0%,0%,17,.,1%,3%,0%,.,-7,.,5%
CN(C(=O)CSc1ncnc2sc3c(c12)CCC3)C1CCS(=O)(=O)C1 (centres undefined),0%,-1%,3,.,-3%,3%,5%,.,5,.,-3%
O=C(c1ccc(S(=O)(=O)N2CCOCC2)cc1)N1CCOCC1,-1%,2%,-3,24%,-4%,-1%,-2%,-6%,0,1,8%
COc1ccc(/C=C(\NC(=O)c2cccs2)C(=O)Nc2ccccc2C)cc1OC,-4%,0%,-11,6%,-10%,6%,-4%,-1%,0,1,1%
CC(C)Cn1c(SCC(=O)NCc2ccco2)nnc1-c1ccncc1,-2%,-4%,-1,15%,-2%,1%,2%,4%[10 µM],25,0,-3%
O=C(CSCc1cccc(Cl)c1)N1CCN(Cc2ccc3c(c2)OCO3)CC1,-2%,-2%,11,-35%,9%,6%,-3%,-1%,-12,0,1%
O=C(NN1C(=O)c2ccccc2NC1c1ccco1)c1ccc([N+](=O)[O-])cc1 (centres undefined),5%,0%,?,23%,9%,-2%,2%,15%,-7,1,-3%
Cc1ccc(C(=O)NC(=S)Nc2ccc(N3CCOCC3)cc2)cc1C,-3%,-1%,5,2µM*,-5%,-5%,-3%,?,-12,-2,-1%
COc1ccc(C(CNC(=O)Cc2ccc(-c3ccccc3)cc2)N(C)C)cc1 (centres undefined),-3%,0%,6,-10%,0%,-2%,-2%,-4%,8,0,2%
COc1ccc(-c2nn(-c3ccccc3)cc2/C=C2/SC(=S)N(CCC(=O)O)C2=O)c(C)c1,3%,0%,-10,?,-9%,4%,-2%,?,-1,5,-10%
CN1C2=NCCN2C(=O)c2cc(Cl)ccc21,-5%,-12%,12,0%,2%,2%,2%,5%,16,8,-2%
Cn1c(SCc2nnc(-c3ccc(F)cc3)o2)nnc1C1COc2ccccc2O1 (centres undefined),-8%,1%,-8,6%,-1%,1%,0%,-3%,-6,0,5%
CC(=O)c1sc2nc(-c3cccs3)cc(C(F)(F)F)c2c1N,0%,17%,4,1%,3%,2%,4%,-4%,10,2,3%
Cc1ccc(S(=O)(=O)NCC(=O)OCc2nnc(-c3ccccc3)o2)cc1C,-3%,1%,-10,15%,2%,-15%,?,-28%,-4,0,6%
COc1ccc(/C=C(/NC(=O)c2ccc(C)cc2)C(=O)NCc2ccncc2)cc1,1%,3%,-3,?,-2%,-1%,0%,9%,1,.,0%
CC(=O)Nc1ccc(S(=O)(=O)Oc2ccc(Br)cc2C(=S)N2CCOCC2)cc1,0%,2%,21,8%,-4%,3%,0%,10%,2,.,-17%
COc1ccc(-c2nc3ccccc3c(=O)n2NC(=O)Cc2ccccc2)cc1,0%,-3%,5,24%,6%,-6%,2%,-13%,1,5,24%
COC(=O)c1ccc2c(=O)n(Cc3ccc(C(=O)NC4CCCC4)cc3)c(=S)[nH]c2c1,0%,-2%,16,-6%,2%,-2%,9%,26%,3,0,-4%
C#CCOCCOCCOCCNc1nc(N2CCN(C(=O)[C@H]([C@@H](C)CC)n3cc(CCCN=C(N)N)nn3)CC2)nc(N2CCN(C(=O)[C@H](CCCCN)n3cc(CCCC)nn3)CC2)n1,-5%,6%,?,-13%,-4%,-15%,0%,2%,-4,2,-9%
Cc1cc(Cl)ccc1NC(=S)NCc1ccccc1,-2%,-5%,-15,4µM*,-1%,6%,7%,4%[0.365 µM],5,0,4%
Cc1ccnc(NC(=O)c2ccc3c(c2)C(=O)N(CCC(C)C)C3=O)c1,27%,-5%,7,-21%,10%,?,13%,-3%,14,.,-1%
COc1ccc(-c2cn3cccnc3n2)cc1NC(=O)c1ccc(Br)o1,-3%,-11%,18,9%,2%,?,-7%,-25%,-4,7,.
Cc1ccc(/C=N\NC(=O)CC(=O)NCCc2ccccc2)cc1,11%,4%,-8,?,-4%,2%,2%,12%,9,0,3%
O=S(=O)(Nc1cc(C(F)(F)F)ccc1N1CCOCC1)c1ccc2ccccc2c1,-4%,1%,2,5%,-10%,0%,-4%,3%,2,-1,11%
O=c1c2ccccc2c(C=Nc2ccc(O)cc2)c(O)n1-c1nccs1,-1%,7%,-17,-21%,-4%,?,-6%,-7%,-6,0,-1%
CCCc1cc(C(=O)N/N=C/c2cccn2C)cs1,?,0%,-13,11µM*,?,17µM*,18µM*,22µM*,0,.,-3%
CCC(CC)C(=O)Nc1nnc(S(=O)(=O)N(CC)c2ccc(OC)cc2)s1,-5%,15%,2,0%,-14%,3%,-4%,5%,10,4,10%
Cc1ccnc(NS(=O)(=O)c2ccc(NC(=O)C3COc4ccccc4O3)cc2)n1 (centres undefined),0%,-30%,-13,15%,-5%,-1%,-1%,-3%,-2,5,6%
Cc1cccc(N2CCN(S(=O)(=O)c3cc(-c4cc(C)no4)ccc3C)CC2C)c1 (centres undefined),-40%[inhibitor],-1%,12,1%,-38%[inhibitor],1%,-9%[9.26 µM],8%,-21,-4,?
CCOc1cc(N2CCOCC2)c(OCC)cc1NC(=O)CCC1CCCC1,3%,3%,-12,-25%,3%,0%,0%,0%,13,-2,3%

# Screens deposited in PubChem BioAssay by National Center for Advancing Translational Sciences (NCATS).
